Screens as filed in PubChem.
FEN1 inhibitor: human FEN1 inhibition. Recombinant FEN1 flap cleavage, fluorescence, 15 min. AID 588795. P39748. Potency, µM (doses to about 114 µM), for inactives: top-dose activity change, negative = inhibition, hits mostly inhibitors. hit rate 0.35% among 390,000; also: nearly all actives have a fitted effect of over 65% in size
Target sequence (P39748 whole entry, looked up): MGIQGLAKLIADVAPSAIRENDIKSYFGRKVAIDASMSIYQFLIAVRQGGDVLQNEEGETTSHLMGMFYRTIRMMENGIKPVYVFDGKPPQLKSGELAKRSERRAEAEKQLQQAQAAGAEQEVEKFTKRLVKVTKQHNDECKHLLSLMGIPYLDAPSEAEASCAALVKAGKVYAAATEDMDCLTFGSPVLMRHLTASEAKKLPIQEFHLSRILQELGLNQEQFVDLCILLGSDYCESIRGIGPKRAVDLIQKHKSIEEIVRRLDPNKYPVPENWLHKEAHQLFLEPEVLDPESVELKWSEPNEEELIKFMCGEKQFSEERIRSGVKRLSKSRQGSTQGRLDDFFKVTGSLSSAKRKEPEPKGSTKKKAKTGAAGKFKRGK
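Recombinant FEN1 (10 nM) was preincubated with pin-transferred compounds for 15 min at room temperature, then flap DNA substrate (50 nM final) was added. Plates were read at 0 and 15 min, and normalized concentration–response data were fitted to a four-parameter Hill equation.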
N370S GC: N370S glucocerebrosidase modulation, Gaucher chaperone candidate; N370S GC spleen homogenate, 4MU-glucoside fluorescence; Potency, µM (doses to about 59.4 µM), without a hit: at the top dose activity change, negative = inhibition, most hits filed as inhibitors; hit rate 0.092% among 330,000;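 also: 0% = full enzyme activity and -100% = no enzyme basal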
DT40 TDP1 CPT: DT40-hTDP1 cell growth loss with CPT | chicken DT40 Tdp1-/-;hTDP1 cells + 20 nM CPT, ATP luminescence, 48 h | Potency, µM (top dose mostly 46.2 µM), inactives show at the top dose activity change, negative = growth inhibition, most hits filed as inhibitors | hit rate 12% among 420,000; also: nearly all actives have a fitted effect of over 55% in size
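Chicken DT40 Tdp1-/- cells complemented with human TDP1, 400 cells/well, exposed to compounds plus 20 nM camptothecin for at least 48 h at 37 C; viability read as ATP content by CellTiter-Glo luminescence.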
* hit, by the source's call; ? = inconclusive; nt = not tested or not shown; & = joins results of further samples. Calls follow the shape of the dose curve; as a rule, active = well fitted curve in the direction sought with a large enough effect; inconclusive = small, poorly fitted or top-dose-only effect, or another doubt; inactive = no such curve, though single readings can be large; an effect the other way counts as inactive or inconclusive. Unless noted, % is scaled to controls: 0 for no effect and ±100 for the full control effect; potency is read from the fitted curve at half-maximal effect. An excerpt; count on the stated rates, not on these rows.

SMILES	FEN1 inhibitor	N370S GC	DT40 TDP1 CPT
C(=N\N1CCN(C(c2ccccc2)c2ccccc2)CC1)/c1ccc2c(c1)OCO2	2.8%	7.2%	?
CCC(=O)Nc1cc(C(C)C)c(O)cc1C	-0.3%	1.1%	-6.3%
C/C(=N\N=C(/N)SC1CC(=O)N(c2ccc(Cl)c(Cl)c2)C1=O)c1cccs1 (stereo unspecified)	?	-18.5%	?
O=C1c2ccccc2S(=O)(=O)N1CCS(=O)(=O)c1ccc(F)cc1	7.3%	-9.7%	15.1%
CN(C(=O)CSc1nc2ccc(Cl)cc2[nH]1)C1CCS(=O)(=O)C1 (stereo unspecified)	11.3%	nt	1.3%
Cc1c(C)n(C(=O)CSc2nccn2C)c2ccccc12	3.5%	-1.7%	-17.7%
COc1ccccc1NC(=O)CCS(=O)(=O)c1ccc2nc(C)sc2c1	-2.7%	nt	-19.5%
Cc1ccc(/C=C(/NC(=O)c2ccccc2)C(=O)NCCc2c[nH]c3ccccc23)o1	6.4%	-7.2%	?
CC(=O)Nc1ccc(S(=O)(=O)N(C)CC(=O)OCC(=O)Nc2ccc3c(c2)OCO3)cc1	1.6%	-3.8%	0.4%
CC1CCN(c2nc3ccc(C(=O)NCc4ccccc4Cl)cc3s2)CC1	4.8%	nt	?
COC(=O)c1ccc(Oc2ccc3nncn3n2)cc1	9.7%	-0.8%	-3.3%
COc1ccc(NC(=O)CN(C)S(=O)(=O)c2ccc3c(c2)CCC(=O)N3)c(OC)c1	-15.4%&43.8%	-1.6%	-0.3%&24.0%
Nc1nnc(SCC(=O)Nc2cccc(Cl)c2)s1	-6.7%	0.5%	10.6%
CCOC(=O)/C(C#N)=N/Nc1ccccc1OC	3.2%	1.0%	23.0%
COc1ccc(C(=O)NCC(=O)OCc2ccc([N+](=O)[O-])cc2)cc1	-6.3%	9.5%	-12.5%
Fc1ccc(-c2nnsc2Sc2ccccn2)cc1	18.6%	12.2%	-2.6%
Clc1cccc2sc(N3CCCC3)nc12	-4.9%	6.4%	-0.8%
COc1cc(C)nc(NC(=O)NC(=O)c2ccc(C(F)(F)F)cc2)n1	4.0%	-15.0%	?
Cc1ccc2nc(C)c3c(c2c1)COC3	-0.2%	-1.6%	12.4%
CCC(=O)Nc1c(-c2ccccc2Cl)c(=O)c2ccccc2n1CC	-17.2%	-19.7%	9.9%
O=[N+]([O-])c1ccc(Oc2c(F)c(F)nc(N3CCCC3)c2F)cc1	-1.2%	-8.1%	?
CC(C)(C)NC(=O)NC(=O)CSc1n[nH]c(-c2ccccc2Br)n1	-8.4%	27.9%	-15.6%
CN1CCN(C2=NC3(CCCC3)C(C#N)C(=O)N2)CC1 (stereo unspecified)	-8.5%	-16.2%	0.9%
CCCCNS(=O)(=O)c1ccc(NC(=O)C2c3ccccc3Oc3ccccc32)cc1	7.4%	-24.2%	-15.5%
CCOC(=O)/C(C#N)=C1\CCCN1CC(N)=S	12.5%	7.5%	-4.3%
CC1CN(Cc2ccccc2Cl)CC(C)O1 (stereo unspecified)	8.8%	-4.9%	-15.9%
Cn1c(CSc2nc3ccccc3s2)nnc1SCC(=O)NCCCN1CCOCC1	0.2%	-5.7%	-14.3%
CCCN=C1N(CC)C[C@@H]2[C@@H]3C(=O)N(C)C(=O)[C@@H]3[C@](C)(C(=O)OC)N12	1.0%	nt	-4.7%
O=C(CC1c2ccccc2Oc2ccccc21)NCc1ccco1	-7.9%	4.1%	-28.4%
CCN(CC)c1ccc(NC(=O)Cn2c(C(C)NC(=O)c3ccccc3)nc3ccccc32)cc1 (stereo unspecified)	-13.4%	-2.9%	?
COc1ccc(N(C)S(=O)(=O)c2cccc(C(=O)OCC(=O)N(C)c3ccccc3)c2)cc1	-12.0%	nt	?
O=S(=O)(c1cccc(F)c1)N1CCC(CO)(Cc2cccc(F)c2)CC1	-10.2%	6.0%	5.3%
O=C(Oc1c(-c2ccccc2Cl)oc2ccccc2c1=O)c1ccc(Cl)cc1	-9.9%	4.9%	?
Cc1cc(=O)n2c(C(=O)Nc3ccc(C(=O)OC(C)C)cc3)c(C(=O)Nc3ccccc3)sc2n1	7.0%	-5.2%	?
COCCCNC(=O)Cn1c(=O)n(-c2ccc(C)c(C)c2)c(=O)c2c3c(sc21)CCCCC3	23.2%	nt	8.0%
CN(CCCN1CCOCC1)C(=O)c1cc(COc2ccc(F)cc2F)on1	-7.7%	-3.3%	-11.5%
Cc1ccc(-n2ncc(C(=O)NCCCN3CCc4ccccc4C3)c2C2CCN(C(=O)OC(C)(C)C)CC2)c(C)c1	-5.2%	nt	20.6µM*
C/C(Cc1ccccc1)=N\NC(=O)CNC(=O)COc1ccccc1	0.7%	1.3%	19.6%
CN(CCc1ccccc1)C(=O)c1ccc(NC(=O)Cc2ccc(NC(=O)C3CCCN(C(=O)C4CCCCC4)C3)cc2)cc1 (stereo unspecified)	0.7%	nt	?
COc1ccc(NC(=O)Cn2c(C)cc3ccccc3c2=O)c(OC)c1	2.5%	nt	6.3%

Complete entries from above. Screens in order: FEN1 inhibitor | N370S GC | DT40 TDP1 CPT
COc1ccc(N(C)S(=O)(=O)c2cccc(C(=O)OCC(=O)N(C)c3ccccc3)c2)cc1 in the list: -12.0% | nt | ?
CN(CCc1ccccc1)C(=O)c1ccc(NC(=O)Cc2ccc(NC(=O)C3CCCN(C(=O)C4CCCCC4)C3)cc2)cc1 (stereo unspecified) in the list: 0.7% | nt | ?
O=S(=O)(c1cccc(F)c1)N1CCC(CO)(Cc2cccc(F)c2)CC1 in the list: -10.2% | 6.0% | 5.3%
Cc1ccc(-n2ncc(C(=O)NCCCN3CCc4ccccc4C3)c2C2CCN(C(=O)OC(C)(C)C)CC2)c(C)c1 in the list: -5.2% | nt | 20.6µM*
CN(CCCN1CCOCC1)C(=O)c1cc(COc2ccc(F)cc2F)on1 in the list: -7.7% | -3.3% | -11.5%

(more compounds)
SMILES	FEN1 inhibitor	N370S GC	DT40 TDP1 CPT
O=C(CCS(=O)(=O)c1cccc2nonc12)NC1CCCCCC1	-15.2%	-5.3%	2.3%
Cc1ccc(C(=O)N/C(=C/C=C\c2ccccc2)C(=O)NCc2ccco2)cc1	-2.9%	7.5%	?
CCCCN(C(=O)c1cc(OC)c(OC)c(OC)c1)C1=CC2CCC(C1)N2C (stereo unspecified)	-13.9%	-12.0%	5.4%
Cc1ccccc1OCC(=O)Nc1ccc(N2CCN(C(=O)C(C)C)CC2)c(Cl)c1	-13.5%	-8.6%	13µM*
Cc1ccc(S(=O)(=O)N(C)C)cc1NC(=O)c1cc(-c2ccncc2)nc2ccccc12	3.3%	nt	?
CCCn1c(SCC(=O)Nc2cccc(C)n2)nnc1C(C)C	-4.3%	13.1%	-7.2%
COc1ccc(Cn2c(CO)cnc2SCc2ccccc2C)cc1	1.0%	nt	?
COc1ccc2c(Cl)c(C(=O)OCC(=O)c3ccc4c(c3)NC(=O)CO4)sc2c1Cl	14.5%	-1.2%	-8.2%
COc1ccc(S(=O)(=O)N(C)CC(=O)NCc2cccnc2)cc1Cl	0.4%	-6.8%	-1.7%
COc1cc(C(C)=O)ccc1OCc1cn(CC(=O)c2ccc(O)cc2)nn1	?	nt	?
CCn1c(CCNC(=O)c2ccc(C)cc2)n[nH]c1=S	1.9%	20.4%	-8.4%
Cc1n[nH]c(C)c1CCC(=O)N/N=C/c1c(C)[nH]c2ccccc12	-12.0%	6.4%	14.2%
O=C1CCc2cc(S(=O)(=O)N3CCCCC3)cc3c2N1CC3	3.1%	-5.2%	-5.6%
Cn1cccc1/C=N/n1c(-c2ccc(Cl)cc2)n[nH]c1=S	10.0%	5.9%	?
COc1ccc(NC(=O)CCC(=O)N/N=C/c2ccncc2)cc1	13.0%	-9.2%	5.4%
O=C(COc1ccccc1)Nc1ccccc1C(=O)OCc1cc(=O)n2nc(C3CC3)sc2n1	0.7%	nt	-2.8%
CCCCn1c(SCC(=O)N2CCCc3ccccc32)nc2c1c(=O)n(C)c(=O)n2C	-4.8%	0.9%	17.8µM*
Cc1cc(C)n(CCNC(=O)c2cc(COc3ccc4ncccc4c3)on2)n1	10.9%	4.2%	20.6µM*
Cc1ccc(Nc2cc(C(=O)NCCCN3CCOCC3)c3ccccc3n2)cc1C	-15.2%	?	?
CCCCn1c(N)c(N(CCC(C)C)C(=O)CSc2nnc(Nc3ccccc3)s2)c(=O)[nH]c1=O	11.7%	-15.1%	-24.5%
COc1ccccc1N1CCN(C(=O)CSc2nc3ccccc3nc2N2CCCCC2)CC1	5.3%	-11.4%	?
Cc1ccc(C(c2sc3nc(-c4ccco4)nn3c2O)N2CCN(Cc3ccccc3)CC2)cc1 (stereo unspecified)	15.9%	nt	-2.0%
CC1=C(C(=O)OCC2CCCCC2)C(c2ccccc2F)NC(=O)N1 (stereo unspecified)	-8.4%	nt	-14.9%
Cc1ccc(NCc2n[nH]c(=S)n2-c2ccccc2)c(C)c1	2.3%	8.5%	-1.6%
Cc1ccc2ccc(C(Nc3ccccn3)c3ccccc3)c(O)c2n1 (stereo unspecified)	-23.4%&-20.4%	-8.1%	23.1µM*
CCOC(=O)C1(Cc2ccccc2C#N)CCCCC1=O (stereo unspecified)	-9.6%	nt	0.7%
COc1ccccc1-c1ccc(SCc2cccc(F)c2)nn1	9.8%	19.1%	?
O=C(CCC(=O)c1ccc(F)cc1)NC1CCCN(Cc2ccccc2F)C1 (stereo unspecified)	-7.7%	-17.1%	0.6%
COC(=O)/C(C#N)=C/c1c(N2CCN(c3ccccc3)CC2)nc2c(C)cccn2c1=O	10.1%	-4.5%	?
O=c1[nH]c(CN2CCN(S(=O)(=O)c3ccc(Cl)cc3)CC2)nc2cc(Cl)ccc12	-3.4%	1.1%	?

2 compounds drawn at random from those above, as already listed:
SMILES	FEN1 inhibitor	N370S GC	DT40 TDP1 CPT
COC(=O)c1ccc(Oc2ccc3nncn3n2)cc1	9.7%	-0.8%	-3.3%
CC1CN(Cc2ccccc2Cl)CC(C)O1 (stereo unspecified)	8.8%	-4.9%	-15.9%

The results go on.
SMILES	FEN1 inhibitor	N370S GC	DT40 TDP1 CPT
COC(=O)N/N=C1\CCCc2ccccc21	11.8%	-7.5%	1.8%
Cn1c(C(=O)OCC(=O)NCc2ccco2)cc2sccc21	-18.0%	-5.7%	?
COc1ccccc1CNC(=O)COC(=O)c1cnccn1	44.3%	-12.2%	-1.2%
CCCCn1c(N)c(N(CCOC)C(=O)c2cnccn2)c(=O)[nH]c1=O	1.3%	-2.3%	1.9%
Cc1cccc(-c2nc3c(C#N)c[nH]n3c2NC2CCCCC2)c1	16.0%	nt	?
Nc1nc(NC(=O)c2ccc(F)cc2)ns1	-6.0%	-1.0%	-3.3%
COc1cccc(CNC(=O)CCCn2c(=S)[nH]c3cc4c(cc3c2=O)OCO4)c1	14.9%	5.4%	-25.5%
COC(=O)c1cccc(NC(=O)Nc2ccc(Cl)cc2Cl)c1	-3.9%	3.8%	?
C=CCSc1nc(=O)n2ccccc2n1	1.5%	-2.4%	1.6%
COc1ccc(CNC[C@H]2O[C@@H](n3cnc4c(N)ncnc43)[C@H](O)[C@@H]2O)cc1OC	6.4%	nt	-0.7%
CCn1c(SCC(=O)N2CCC(C)CC2)nc2c1c(=O)n(C)c(=O)n2C	-3.0%	-7.1%	3.4%
CC(=O)Nc1ccc(N/C=C(\C=O)c2nc3ccccc3o2)cc1	-2.1%	-9.8%	1.6%
Cn1cnnc1SCC(=O)c1c(N)n(Cc2ccccc2)c(=O)n(C)c1=O	2.0%	1.2%	2.6%
Cc1ccc(-c2nc(NCc3ccco3)n(C(=O)c3ccco3)n2)cc1	2.1%	11.1%	-5.6%
CC(C)(C)NC(=O)C(=O)NCc1ccccn1	4.9%	23.1%	7.3%
CC(C)(C)c1[nH]nc2c1C(c1ccc(OC(=O)c3ccco3)cc1)C(C#N)=C(N)O2 (stereo unspecified)	-17.2%	-7.1%	-16.0%
CCOc1ccccc1-c1nc(SCC(=O)c2ccc(OC)c(Br)c2)n[nH]1	-4.1%	nt	-15.5%
COc1ccc(OC)c(C(c2nnnn2CCc2ccccc2)N2CCN(c3ccccc3)CC2)c1 (stereo unspecified)	-16.0%	9.5%	?
CCc1ccc(NC(=O)[C@H](C)NC(=O)C2CCN(C(=O)[C@@H](NC(=O)OC(C)(C)C)C(C)C)CC2)cc1	3.2%	-5.2%	0.5%
O=C(OCC(=O)N1CCC(c2ccccc2)=N1)c1ccc(Cl)s1	-22.1%	nt	-0.4%
Cc1ccc(C(=O)Nn2cnnc2)c(Cl)c1	3.5%	-1.1%	9.4%
Clc1ccc(COc2cccc(CNCc3ccncc3)c2)cc1	-0.5%	-18.7%	?
CC(Sc1ncccn1)C(=O)N1CCc2ccccc21 (stereo unspecified)	4.8%	-8.7%	0.2%

Single entries from above:
FEN1 inhibitor with O=C(OCC(=O)N1CCC(c2ccccc2)=N1)c1ccc(Cl)s1 is entered as -22.1%
FEN1 inhibitor with Cc1ccc(C(=O)Nn2cnnc2)c(Cl)c1 is entered as 3.5%
